M1AAP inhibition = P. falciparum M1AAP inhibitors, biochemical, fluorogenic H-Leu-NHMec substrate, 1536-well (AID 1445); one-dose inhibition, % at 30 µM; IC50 in µM for titrated hits; recombinant M1AAP, H-Leu-NHMec fluorogenic kinetic assay; higher % means a stronger effect; 220,000 compounds, 0.42% hits;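 active = primary inhibition above the hit cutoff, then over 50% inhibition at one or more dose response concentrations, cut at about 23% in these data, passing the limit was not always enough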;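 also: plate controls were DMSO full reaction for no effect and no enzyme background for full effect; strong numbers were not always called active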
Dynein transport = dynein cargo transport inhibition; 3617.4 mouse cells, GR-EGFP nuclear translocation imaging; test concentration mostly 20 µM; stimulated with dexamethasone, 1 µM; active compounds read low; z-score, hits read low; 220,000 compounds, 0.47% hits; AID 1381;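 active = plate z-score of nuclear minus cytoplasmic receptor signal below a set negative limit, without overly bright fluorescence or cell loss, cut at about -3.5 in these data, passing the limit was not always enough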;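 also: z-score of nuclear minus cytoplasmic ring GR-EGFP intensity difference per well; some compounds called inactive have numbers as strong as hits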
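Buffer or medium – tet-free medium with charcoal-stripped serum · Signal – automated 10x imaging of fixed Hoechst-stained cells · Also added – dexamethasone agonist, 1.0 µM final, for 30 min · Incubation – induction 48 h, compound 1 h, agonist 30 min · Read-out – GR-EGFP nuclear translocation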
XIAP antagonists = XIAP antagonists, biochemical, IAP family, fluorescence polarization (AID 1018); one-dose displacement, % at 20 µM; IC50 in µM for titrated hits; XIAP BIR domain, fluorescence polarization peptide displacement; higher % means a stronger effect; 200,000 compounds, 0.007% hits; in the data active = displacement above about 50%; also: a part of the inactive calls stands beside numbers as strong as those of hits
P. falciparum M17LAP = P. falciparum M17LAP inhibitors, primary screen, biochemical, fluorogenic H-Leu-NHMec substrate, 1536-well (AID 1619). one-dose inhibition, % at 30 µM; IC50 in µM for titrated hits. 220,000 compounds, 0.38% hits. recombinant M17LAP, H-Leu-NHMec fluorogenic kinetic assay; higher % means a stronger effect;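 active = compound inhibiting the enzyme by more than half at any dose during confirmatory dose-response retesting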;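 also: plate controls were full reaction with DMSO carrier for no effect and no enzyme background for full effect; strong numbers were not always called active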
LYP phosphatase = PTPN22 lymphoid phosphatase activity blockers – biochemical, fluorescence intensity, uHTS (AID 1779). 290,000 compounds, 0.054% hits. recombinant LYP phosphatase, fluorescence intensity; higher % means a stronger effect. one-dose inhibition, % at 11.5 µM; IC50 in µM for titrated hits;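 also: plate controls were vehicle with enzyme for no effect and no enzyme for full effect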
Siah-1 displacement = blockers of Siah-1 interaction with plectin peptide – biochemical, fluorescence polarization, rhodamine-plectin, uHTS, primary screen (AID 1817); 290,000 compounds, 0.02% hits; displacement, % at 20 µM; hits with a dose series show IC50 in µM; Siah-1 / rhodamine-plectin peptide fluorescence polarization; higher % means a stronger effect;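 active = displacement of at least 50% at 20 µM, with a fluorescence ratio check between 0.3 and a set limit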;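 also: plate controls were Siah plus tracer with DMSO for no effect and tracer alone without Siah for full effect; strong numbers were not always called active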
human PMI inhibitors = human PMI inhibitors, high substrate, primary screen, biochemical, fluorescence intensity, high mannose 6-phosphate (AID 1220); recombinant PMI enzyme, coupled fluorescence intensity; higher % means a stronger effect; one-dose inhibition, % at 20 µM; IC50 in µM for titrated hits; 190,000 compounds, 0.66% hits
PMI inhibitors = inhibitors of human PMI, primary screen, biochemical, fluorescence intensity, coupled assay (AID 1209). purified PMI enzyme, coupled fluorescence intensity; higher % means a stronger effect. inhibition, % at 20 µM, or IC50 in µM where a hit was titrated. 190,000 compounds, 0.42% hits;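 also: plate controls were DMSO vehicle for no effect and wells lacking substrate for full effect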
AID2073 = disruptors of CaV2.2 binding to Mint1 – biochemical, HTRF (AID 2073). HTRF protein-protein interaction, Mint1-CaV2.2; higher % means a stronger effect. inhibition, % at 20 µM, or IC50 in µM where a hit was titrated. 290,000 compounds, 0.19% hits; in the data active = inhibition mostly above about 51%, no sharp cut-off; also: some results filed as inactive read as strong as hits
Dynein transport cytoplasmic EGFP = second read-out of Dynein transport, no call of its own (marks repeat the call); z-score; measured here: cytoplasmic GR-EGFP intensity; active compounds read high
Dynein transport nuclear GR-EGFP = further read-out of Dynein transport, marked with its call; z-score; measured here: nuclear GR-EGFP intensity;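 lower value marks the stronger effect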
Dynein transport cell count = second read-out of Dynein transport, no call of its own (marks repeat the call); z-score; measured here: cell count per field
An asterisk follows results filed as active; . = no result given. Rule as the data show it, unless noted: active = inhibition above about 50%; inactive = the rest.

The line under a structure holds: M1AAP inhibition	Dynein transport	Dynein transport cytoplasmic EGFP	Dynein transport nuclear GR-EGFP	Dynein transport cell count	XIAP antagonists	P. falciparum M17LAP	LYP phosphatase	Siah-1 displacement	human PMI inhibitors	PMI inhibitors	AID2073
> CN1CC(c2ccc(C#N)cc2)C2(COc3ccccc3C2=O)C12C(=O)Nc1ccccc12 (stereo unspecified)
 : 0%	-0.23	-0.24	-0.43	1	-1.9%	-7%	12%	4%	11%	15%	-5%
> Cc1ccccc1OCc1n[nH]c(=S)n1Cc1ccccc1
 : -5%	-0.02	-0.25	0.1	0.55	1.7%	-7%	-7%	-1%	11%	11%	-17%
> COc1cc(NC(=O)COC(=O)CNS(=O)(=O)c2ccc(F)c(F)c2F)cc(OC)c1
 : 3%	-0.18	-0.2	-0.23	-0.041	-27%	-15%	-5%	8%	17%	17%	2%
> O=C1NC(c2ccc3c(c2)OCO3)Nc2ccccc21 (stereo unspecified)
 : 7%	1.5	-0.25	1.2	-0.9	-5.6%	-50%	-11%	1%	-4%	-1%	19%
> COC(=O)CSC1=C(C#N)C(c2ccccc2)CC(=O)N1 (stereo unspecified)
 : 1%	1.9	-0.093	1.2	-1.3	-4.1%	-14%	-3%	-5%	12%	12%	4%
> COc1ccc(/C=N/NC(=O)CCn2nc(C)cc2C)cc1O
 : 7%	-0.56	-0.26	-0.33	0.85	.	3%	-4%	-4%	.	.	0%
> C/C(=N\NC(=O)C1CC1)c1cccnc1
 : 4%	-0.33	-0.3	-0.4	0.18	-3.7%	-20%	-2%	-4%	2%	2%	9%
> CC(=O)Nc1cccc2c1C(=O)N(c1ccccc1C)C2=O
 : 20%	-0.33	-0.34	-0.15	-0.0029	-3.6%	0%	5%	-3%	7%	-2%	0%
> Cc1ccc(-n2nnnc2SCC(=O)c2c(N)n(CC(C)C)c(=O)n(C)c2=O)cc1
 : 5%	-0.58	-0.42	-0.39	0.29	-2.9%	12%	-6%	8%	12%	13%	18%
> Cc1ccc(NC(=O)c2sc3nc(N)c(C#N)cc3c2N)cc1
 : 6%	-0.37	-0.27	-0.13	0.43	-3.7%	0%	-3%	-6%	12%	18%	-10%
> CCOC(=O)c1c(C)n(CCO)c2ccc(O)cc12
 : -1%	0.7	-0.29	0.23	0.45	-3.6%	9%	6%	3%	12%	15%	-6%
> Cc1cccc(N2C(=O)CN=C2Nc2nc(C)cc(C)n2)c1
 : 14%	-0.15	-0.26	-0.036	-0.21	-0.7%	16%	-6%	7%	-1%	-1%	-4%
> COc1c(C)cccc1C(=O)Nc1ccc(N2CCOCC2)c(Cl)c1
 : 1%	-0.094	-0.21	-0.25	0.18	-8.6%	10%	6%	-7%	-3%	6%	4%
> O=C(CCCN1C(=O)CCC1=O)Nc1ccc2c(c1)OCO2
 : 6%	-0.37	-0.28	-0.074	2	-2.6%	-4%	-3%	-3%	5%	9%	-13%
> COc1cccc(CC2(CO)CCN(Cc3cccn3-c3cccnc3)CC2)c1
 : 4%	-0.48	-0.28	-0.19	0.92	-6.4%	-10%	-5%	3%	0%	2%	5%
> COc1ccc2c(C)cc(=O)[nH]c2c1
 : 8%	-0.63	-0.3	-0.31	0.45	-4.8%	12%	-7%	2%	-3%	-2%	6%
> C=CCSc1nc(C)c(Cc2cccc3ccccc23)c(=O)[nH]1
 : 2%	-0.069	-0.29	0.43	0.41	-5.5%	2%	-2%	-5%	10%	10%	-1%
> CC(Oc1cccc(F)c1)C(=O)/C=C\N(C)C (stereo unspecified)
 : 16%	0.14	-0.17	-0.24	0.077	-6.5%	6%	-1%	-4%	-14%	-10%	6%
> Cc1onc(-c2ccccc2)c1C(=O)Nc1cccc2nsnc12
 : 5%	-0.082	-0.045	-0.63	0.48	-3.7%	0%	-2%	-2%	10%	13%	11%
> NS(=O)(=O)c1ccc(CNC(=O)/C=C/c2c(Cl)cccc2Cl)cc1
 : -1%	-0.72	-0.1	-0.44	0.38	-1.3%	1%	-6%	4%	0%	2%	-2%
> O=C(CC1CCCCC1)NCc1nc(-c2ccccc2)no1
 : .	0.55	-0.19	0.81	-0.37	.	.	-8%	12%	.	.	-1%
> COC(=O)c1nn(-c2ccccc2)c(Sc2ccc(Cl)cc2)c1/C=N/O
 : 9%	-0.42	0.8	-0.12	0.36	-1.2%	12%	-6%	-2%	5%	7%	29%
> Cc1cc(NC(=O)c2cc(-c3ccco3)on2)nn1Cc1ccc(Cl)cc1
 : 2%	-0.84	0.085	-0.39	0.36	-4.0%	-8%	-2%	-5%	17%	28%	0%
> CC(C)CC(=O)NC(=S)Nc1nc(-c2ccc(Cl)cc2)cs1
 : 2%	0.45	-0.19	0.42	0.15	-1.6%	0%	-10%	4%	-5%	-3%	0%
> COC(CNC(=O)c1ccc(N2CCC3(CC2)OCCO3)c([N+](=O)[O-])c1)OC
 : 1%	0.72	-0.12	0.9	-2.5	-0.1%	-3%	-10%	3%	23%	7%	-3%
> Cc1nc2c(Cl)cc(Cl)cc2[nH]1
 : -2%	-0.12	-0.28	0.13	0.47	-0.2%	-1%	-7%	7%	5%	-2%	-6%
> Cc1ccc(S(=O)(=O)NNC(=O)C2CCN(S(=O)(=O)c3ccc(C)cc3)CC2)cc1
 : -4%	1.1	0.57	0.37	-0.68	-6.5%	15%	-5%	2%	7%	7%	2%
> CC1Cc2ccccc2N1C(=O)Cn1nc(C(=O)O)c2ccccc2c1=O (stereo unspecified)
 : 7%	0.15	-0.21	0.072	0.52	-6.2%	-8%	-6%	-5%	-10%	-3%	-1%
> CCCC(=O)Nc1nc(C)c(C(C)=O)s1
 : -5%	2.2	-0.17	1.5	-1.4	-4.0%	2%	-1%	2%	-2%	-2%	15%
> C=CC[n+]1c(-c2ccc(OC)c(OC)c2)csc1NNC(=O)Nc1ccccc1
 : 5%	0.84	-0.22	-0.52	-0.36	1.4%	-3%	1%	4%	-3%	5%	-10%
> Cc1ccc(S(=O)(=O)N2CCN(CC(=O)N(CC(C)C)c3c(N)n(CC(C)C)c(=O)[nH]c3=O)CC2)c(C)c1
 : 3%	0.87	-0.26	0.54	-0.037	-5.3%	1%	-8%	2%	-11%	-6%	-2%
> CCOc1ccc(/C=N/NC(=O)Cc2csc(Nc3cccc(C(F)(F)F)c3)n2)cc1
 : 13%	-0.59	-0.21	-0.34	1.3	-9.9%	3%	3%	0%	4%	8%	-2%
> Cn1c(NNC(=O)C2CCCCC2)cc(=O)n(C)c1=O
 : 4%	0.55	-0.27	0.59	0.058	-2.4%	14%	-5%	19%	34%	8%	-18%
> COc1ccc(C(=O)/C=C/C(=O)N(CC(=O)NC2CCCCC2)Cc2cccs2)c(O)c1
 : -1%	-3.4	4.6	-0.88	-1	-7.3%	0%	2%	7%	10%	13%	20%
> O=C(Nc1ccc(O)c2c(=O)cc(-c3ccccc3Cl)oc12)c1ccccc1Cl
 : 4%	0.27	-0.25	0.46	0.5	-4.0%	-1%	1%	14%	11%	7%	7%
> Cc1ccc(SCC(=O)Nc2ccc3c(c2)C(=O)NC3=O)cc1
 : 1%	0.046	-0.28	0.32	0.23	-3.1%	2%	-6%	13%	8%	6%	34%
> CC(C)(C)c1cc(C(=S)N2CCN(CCO)CC2)cc(C(C)(C)C)c1O
 : 6%	0.34	-0.16	-0.015	0.61	-5.6%	-1%	5%	-3%	2%	6%	-23%
> CC(C)c1cc(C(=O)NC2CCCCC2)no1
 : 2%	1.9	-0.22	1	0.16	-2.3%	-2%	-2%	6%	2%	0%	-3%
> CC12CC(c3ccccc3O1)N(C(=O)c1ccco1)C(=S)N2c1ccc(F)cc1 (stereo unspecified)
 : -7%	-0.094	-0.17	0.8	0.014	2.7%	3%	-10%	-4%	4%	-3%	-4%
> Cc1cc(Cl)cc(Cl)c1OCCCCN(C)C
 : -3%	0.066	-0.24	0.068	0.45	0.6%	1%	-9%	0%	3%	5%	-1%
> COc1ccc2c(C(=O)CN3CCC(C)CC3)c[nH]c2c1
 : -11%	-0.94	-0.54	-0.37	0.86	-0.9%	10%	-6%	0%	2%	2%	-6%
> O=C(NCc1ccco1)/C(=C\c1cccs1)NC(=O)c1ccco1
 : 4%	-0.4	-0.31	0.38	-0.43	-7.1%	7%	12%	2%	-3%	-4%	4%
> CCCCOc1ccc(-c2cn3ccccc3n2)cc1[N+](=O)[O-]
 : 2%	0.51	-0.16	0.52	-1.3	2.9%	-7%	-4%	-4%	8%	2%	0%
> COc1ccc(S(=O)(=O)NCCOc2ccccc2)cc1C
 : 3%	0.061	-0.21	0.14	0.23	-12%	0%	-12%	-5%	12%	12%	-8%
> Cc1ccc(-c2cc(C(=O)N/N=C/C=C/c3ccco3)c3ccccc3n2)cc1C
 : 7%	-1.1	0.8	-0.24	-2	-6.0%	5%	7%	1%	2%	4%	45%
> COc1ccc(Cc2nnc(SCc3nc4ccccc4c(=O)[nH]3)n2C)cc1
 : 0%	3.9	0.0014	2.6	-1.1	-12%	4%	2%	-2%	-6%	3%	-1%

Grouped by structure: the compounds so far containing a nitro group on carbon.
The line under a structure holds: M1AAP inhibition	Dynein transport	Dynein transport cytoplasmic EGFP	Dynein transport nuclear GR-EGFP	Dynein transport cell count	XIAP antagonists	P. falciparum M17LAP	LYP phosphatase	Siah-1 displacement	human PMI inhibitors	PMI inhibitors	AID2073
> COC(CNC(=O)c1ccc(N2CCC3(CC2)OCCO3)c([N+](=O)[O-])c1)OC
 : 1%	0.72	-0.12	0.9	-2.5	-0.1%	-3%	-10%	3%	23%	7%	-3%
> CCCCOc1ccc(-c2cn3ccccc3n2)cc1[N+](=O)[O-]
 : 2%	0.51	-0.16	0.52	-1.3	2.9%	-7%	-4%	-4%	8%	2%	0%
